GPR7 antag: GPR7 receptor antagonists, primary screen, cell-based, fluorescence, single concentration. GPR7-expressing cells, fluorescence antagonist assay. inhibition, % at 4.4 µM. 290,000 tested, 1.1% active. AID 1861, 2009; in the data active = inhibition above about 16%, passing the limit was not always enough;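 note: cells stimulated with the agonist NPW; 0% = agonist with vehicle and 100% = vehicle without agonist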
MEKK3 PB1 HTS: modulators of MEKK3-MEK5 PB1 binding, primary screen, biochemical, wildtype MEKK3, multiplex bead flow cytometry, Alexa488-MEK5 | bead-based flow cytometry, Alexa488-MEK5 binding to MEKK3; actives lie on both sides; 0 = blocked by unlabeled MEK5, 100 = vehicle | 290,000 tested, 1.4% active | binding response (% of control), % at 10 µM | AID 1529, 2009 | Mitogen-activated protein kinase kinase kinase 3 (Homo sapiens), Q99759;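 active = binding response more than 3 SD above or below the average of its plate-row segment, actives on both sides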;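 note: Alexa488 bead fluorescence after subtracting the streptavidin-only scavenger bead signal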
Target sequence (Q99759 whole entry, looked up): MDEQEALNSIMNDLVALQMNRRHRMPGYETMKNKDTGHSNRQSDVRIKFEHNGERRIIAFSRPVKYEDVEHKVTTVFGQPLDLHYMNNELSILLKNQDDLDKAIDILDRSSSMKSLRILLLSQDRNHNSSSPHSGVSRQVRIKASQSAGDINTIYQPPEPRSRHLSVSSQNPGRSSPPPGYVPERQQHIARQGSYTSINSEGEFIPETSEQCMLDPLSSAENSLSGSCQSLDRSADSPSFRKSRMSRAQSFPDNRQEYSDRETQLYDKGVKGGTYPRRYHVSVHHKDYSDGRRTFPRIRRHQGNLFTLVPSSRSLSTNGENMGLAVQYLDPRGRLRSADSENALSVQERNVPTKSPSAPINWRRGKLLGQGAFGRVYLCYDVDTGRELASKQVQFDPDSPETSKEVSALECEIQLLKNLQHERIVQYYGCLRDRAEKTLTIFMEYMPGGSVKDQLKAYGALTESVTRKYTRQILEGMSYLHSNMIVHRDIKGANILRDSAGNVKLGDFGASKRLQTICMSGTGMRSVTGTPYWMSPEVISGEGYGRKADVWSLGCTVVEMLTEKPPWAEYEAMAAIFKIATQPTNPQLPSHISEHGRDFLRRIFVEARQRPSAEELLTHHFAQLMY
FID counter: compounds displacing fluorescent DNA intercalator, primary screen, artefact control for HCV NS3 helicase inhibitor project, biochemical, FID fluorescence; DNA fluorescent intercalator displacement; inhibition, % at 7.9 µM; 290,000 tested, 0.17% active; in the data active = inhibition above about 37%;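 note: 0% = vehicle and 100% = reference compound; higher means more ethidium bromide displaced from hairpin DNA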
PfM18AAP inh: PfM18AAP inhibitors, malaria aminopeptidase, primary screen, biochemical, QFRET, recombinant enzyme; 290,000 tested, 1.2% active; H-Glu-NHMec fluorogenic cleavage; inhibition, % at 7.35 µM;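 active = inhibition above the campaign mean inhibition over all tested compounds plus 3 SD, cut at about 28% in these data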;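 note: 0% = plate median of test compound wells and 100% = 2 mM ZnCl2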
NALP1 yeast inh: NALP1 inflammasome inhibitors in reconstituted yeast, colorimetric, S. cerevisiae, triplicate retest. S. cerevisiae NALP1/ASC/caspase-1 growth, X-gal OD620, 72 h. inhibition, % at 10 µM. 280,000 tested, 0.61% active. AID 2071, 2009; in the data active = inhibition mostly above about 24%, no sharp cut-off; inactive = mostly below about 32%; note: some compounds called inactive have numbers as strong as hits
MEKK2mut PB1 HTS: MEK5 binding signal on mutant MEKK2 PB1, primary screen, biochemical, multiplex bead flow cytometry, Alexa488-MEK5; Alexa488-MEK5 binding to MEKK2 mutant; percent response, % at 10 µM; 290,000 tested, 0.35% active; AID 1530, 2009; in the data active = percent response above about 24%, passing the limit was not always enough; note: inactives centre near 1; some results filed as inactive read as strong as hits; reference of the scale not given here
OXTR agonist: human OXTR agonists, primary screen, fluorescence, CHO-OTR cells, Fluo-8 calcium; Fluo-8 calcium fluorescence; normalized: DMSO 0%, oxytocin 100%; Oxytocin receptor (Homo sapiens), P30559; 320,000 tested, 0.32% active; activation, % at 3 µM;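 active = activation above the mean of all tested compounds plus 3 SD, cutoff set per screening run, cut at about 20% in these data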;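 note: peak over basal fluorescence ratio from a 100 s FLIPR kinetic read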
Target sequence (P30559 whole entry, looked up): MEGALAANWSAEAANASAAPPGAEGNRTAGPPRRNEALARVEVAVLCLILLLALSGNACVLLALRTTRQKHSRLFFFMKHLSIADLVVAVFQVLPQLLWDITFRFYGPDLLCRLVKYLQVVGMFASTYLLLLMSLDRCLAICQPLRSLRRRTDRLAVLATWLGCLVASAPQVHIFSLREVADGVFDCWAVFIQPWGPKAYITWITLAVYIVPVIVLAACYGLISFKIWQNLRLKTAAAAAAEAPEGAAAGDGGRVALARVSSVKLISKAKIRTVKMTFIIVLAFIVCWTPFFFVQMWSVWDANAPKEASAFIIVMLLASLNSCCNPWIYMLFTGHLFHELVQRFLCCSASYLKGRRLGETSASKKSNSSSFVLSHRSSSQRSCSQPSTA
PHOSPHO1 inh: PubChem AID 1565; recombinant PHOSPHO1, absorbance phosphatase assay; 290,000 tested, 1.1% active; Phosphoethanolamine/phosphocholine phosphatase (Homo sapiens), Q8TCT1; inhibition, % at 13.3 µM; in the data active = inhibition above about 60%
MEKK2 WT-MEK5: modulators of MEK5 binding to wildtype MEKK2, primary screen, biochemical, multiplex bead flow cytometry, Alexa488-MEK5; Alexa488-MEK5 binding to MEKK2 WT; actives lie on both sides; 290,000 tested, 1.1% active; binding response (% of control), % at 10 µM; in the data active = binding response below about 67% or above about 130%
* hit, by the source's call; nt = not tested or not shown.

The line under a structure holds: GPR7 antag, MEKK3 PB1 HTS, FID counter, PfM18AAP inh, NALP1 yeast inh, MEKK2mut PB1 HTS, OXTR agonist, PHOSPHO1 inh, MEKK2 WT-MEK5
> c1ccc(CCCNc2ncnc3nc[nH]c23)cc1
→ -6, 117, 3, 5, 17, 12, 3.9, -1, 110
> Cc1cc(C)c(S(=O)(=O)Nc2cc(SCC(=O)O)c(O)c3ccccc23)cc1C
→ -11, 109, -3, -5, 49*, 3, 0.9, 10, 99
> CCOC(=O)CNC(=O)C1(c2ccccc2)CCCC1
→ -4, 98, -8, 7, 7, 1, 0.1, 17, 94
> Cc1ccc(N/N=C/c2cccnc2)cc1
→ -6, 112, -3, 8, 29, 0, -1.3, -5, 116
> CC1=Nc2nc(N3CCCCC3)c(C#N)c3c4c(nc(c23)N1)N(c1ccc(C(C)C)cc1)C(=O)C4
→ -13, 107, -5, -1, 21, -1, -0.1, 2, 105
> CN(C)c1ccc(NC(=O)Nc2ccc3c(c2)nnn3C)cc1
→ -8, 107, 0, -23, -6, 2, 0.3, 18, 102
> O=C1OCCC1Sc1nc2cc(Cl)ccc2n1Cc1ccccc1 (stereo not given)
→ -1, 100, -27, 6, 13, -1, -2.1, 89*, 98
> Cc1nn(CC(O)c2ccccc2)c(C)c1Br (stereo not given)
→ 3, 99, -1, -4, 9, -4, -0.7, -16, 98
> CC(C)NC(=S)Nc1ccc2[nH]c(=O)[nH]c2c1
→ -7, 101, 0, -8, -5, 1, 0.5, 46, 99
> COCCN1CCN(C(=O)c2ccc3nc(Cc4ccccc4F)oc3c2)CC1
→ -7, 99, -14, -5, 14, 6, 0.4, 27, 105
> C=CCN(C(=O)CCC(=O)O)C1CC(=O)N(c2ccc(OC)cc2)C1=O (stereo not given)
→ -8, 104, -1, -1, 16, -15, 0.6, 17, 78
> C[C@H]1CCC[C@]2(O[C@@H](CCO)C[C@@H](O)[C@@H]2O)O1
→ nt, 103, nt, nt, nt, -1, 0.5, nt, 103
> CCC(=O)OCc1c(C(F)(F)F)nn(C)c1Sc1ccc(F)cc1
→ -18, 97, -8, 3, 4, -4, -2.3, 34, 97
> COC(CNC(=O)Cc1c(C)nc2c(-c3ccccc3)c(C)nn2c1C)OC
→ 3, 105, -12, 6, -30, 8, 0.1, -17, 110
> CCCOc1ccc(C(=O)C(CN2CCOCC2)c2ccccc2)cc1 (stereo not given)
→ -1, 108, -6, 3, -5, -3, -1.5, -2, 99
> COc1ccc(C(=S)N(C)C)cc1OC
→ -7, 102, 0, -25, 11, 12, 0.3, 14, 108
> O=C(CSc1ccc(Cl)cc1)NNC(=O)c1cccnc1
→ -5, 98, -1, 3, 6, -7, 0.6, -8, 94
> O=C(Nc1ccc(NC(=O)c2cccs2)cc1)c1ccc2c(c1)OCCO2
→ -4, 112, -1, -15, nt, 3, 1.5, 19, 108
> CCCOc1ccc(-c2csc3ncn(Cc4ccc(C(=O)O)cc4)c(=O)c23)cc1
→ 2, 110, -25, 4, -2, 0, 2.1, 8, 103
> COc1ccc(N(C(=O)CNS(=O)(=O)c2ccccc2)C(C(=O)NCc2ccco2)C(C)C)cc1 (stereo not given)
→ 0, 100, -24, 2, 6, -7, -0.4, 37, 97
> COc1ccccc1CNC(=O)C1CCN(S(=O)(=O)c2ccc3c(c2)C(C)(C)C(=O)N3C)CC1
→ -8, 100, -48, 6, 9, 3, -0.5, -21, 105
> Cc1nc2scc(C)n2c(=O)c1S(=O)(=O)N1CCN(c2ccccn2)CC1
→ -6, 97, -19, 8, -12, 2, 0.4, 35, 97
> Cc1ccc(/C=N/NS(=O)(=O)c2ccccc2)o1
→ -2, 85, -5, -4, 16, -3, -0.5, 5, 85
> Cc1cc(NCc2ccccn2)n2ncc(-c3ccc(Cl)cc3)c2n1
→ -15, 96, -4, -15, 21, -6, -0.4, -10, 98
> O=C(NNC(=O)c1cccnc1Cl)c1ccc(F)cc1
→ 7, 102, -7, -23, 17, 2, 0.2, 28, 104
> Cc1ccc(SCCNS(=O)(=O)c2ccc(F)cc2)cc1
→ -7, 99, -6, 4, nt, -4, -1.4, 3, 99
> c1cc(C(c2nnnn2C2CCCCC2)N2CCN3CCCC3C2)ccn1 (stereo not given)
→ -18, 103, -7, 3, 10, 4, 2.0, 10, 103
> CCC(=O)Nc1sc(C(=O)Nc2ccccc2F)c(C)c1C(=O)OC
→ -7, 105, -12, -1, 9, -9, -0.2, -3, 94
> CC(C)(C)C(=O)NC(=S)Nc1ccccc1F
→ 0, 104, -1, -1, 2, 4, -1.9, 38, 110
> Nc1nc(SCC(=O)Nc2ccc([N+](=O)[O-])cc2Br)n[nH]1
→ 0, 103, 6, -3, 34, -1, 0.2, 0, 104

Part of the list above, with tabs:
SMILES	GPR7 antag	MEKK3 PB1 HTS	FID counter	PfM18AAP inh	NALP1 yeast inh	MEKK2mut PB1 HTS	OXTR agonist	PHOSPHO1 inh	MEKK2 WT-MEK5
COC(CNC(=O)Cc1c(C)nc2c(-c3ccccc3)c(C)nn2c1C)OC	3	105	-12	6	-30	8	0.1	-17	110
CCCOc1ccc(C(=O)C(CN2CCOCC2)c2ccccc2)cc1 (stereo not given)	-1	108	-6	3	-5	-3	-1.5	-2	99
COc1ccc(C(=S)N(C)C)cc1OC	-7	102	0	-25	11	12	0.3	14	108
O=C(CSc1ccc(Cl)cc1)NNC(=O)c1cccnc1	-5	98	-1	3	6	-7	0.6	-8	94
O=C(Nc1ccc(NC(=O)c2cccs2)cc1)c1ccc2c(c1)OCCO2	-4	112	-1	-15	nt	3	1.5	19	108
CCCOc1ccc(-c2csc3ncn(Cc4ccc(C(=O)O)cc4)c(=O)c23)cc1	2	110	-25	4	-2	0	2.1	8	103
COc1ccc(N(C(=O)CNS(=O)(=O)c2ccccc2)C(C(=O)NCc2ccco2)C(C)C)cc1 (stereo not given)	0	100	-24	2	6	-7	-0.4	37	97
COc1ccccc1CNC(=O)C1CCN(S(=O)(=O)c2ccc3c(c2)C(C)(C)C(=O)N3C)CC1	-8	100	-48	6	9	3	-0.5	-21	105
Cc1nc2scc(C)n2c(=O)c1S(=O)(=O)N1CCN(c2ccccn2)CC1	-6	97	-19	8	-12	2	0.4	35	97
Cc1ccc(/C=N/NS(=O)(=O)c2ccccc2)o1	-2	85	-5	-4	16	-3	-0.5	5	85
Cc1cc(NCc2ccccn2)n2ncc(-c3ccc(Cl)cc3)c2n1	-15	96	-4	-15	21	-6	-0.4	-10	98
O=C(NNC(=O)c1cccnc1Cl)c1ccc(F)cc1	7	102	-7	-23	17	2	0.2	28	104

Continued:
The line under a structure holds: GPR7 antag, MEKK3 PB1 HTS, FID counter, PfM18AAP inh, NALP1 yeast inh, MEKK2mut PB1 HTS, OXTR agonist, PHOSPHO1 inh, MEKK2 WT-MEK5
> Nc1ccccc1C#Cc1cnccn1
→ nt, 112, nt, nt, nt, 5, -0.1, nt, 106
> COc1cccc(NC(=S)N(CCc2nc3cc(C)c(C)cc3[nH]2)Cc2cccnc2)c1
→ -11, 90, -5, 13, 11, -7, -1.3, -104, 93
> COc1cccc(C(=O)NC2CCCC2)c1
→ -10, 102, -3, -6, -6, -1, -0.8, 37, 98
> O=C(CSc1nnc(Cn2nnc(-c3ccccc3)n2)n1-c1ccccc1)Nc1ccccc1
→ 7, 100, -22, 9, 5, -5, 2.3, 5, 94
> Cc1ccc(CNC(=O)C2(S(=O)(=O)c3ccccc3)CC=CC2)cc1
→ -5, 101, -20, -1, -2, 3, -2.0, 10, 100
> Cc1nnc2ccc(N3CCN(c4ccccn4)CC3)nn12
→ -3, 101, -8, -2, -5, 7, -1.1, 5, 102
> COCCn1c(SCC(=O)NCC2CCCO2)nc2c(c1=O)SCC2 (stereo not given)
→ -8, 100, -5, 2, 3, 7, 0.5, 43, 101
> O=C1/C(=C/c2ccncc2)SC(=S)N1Nc1ccccc1
→ 0, 88, -1, 32*, 3, -16, 0.6, 27, 89
> CC1(O)c2ccccc2C(=O)N1CCc1ccccc1F (stereo not given)
→ 0, 113, -6, 5, 15, 19, 0.3, 10, 115
> CC(C)C(=O)NC(c1ccc(Cl)cc1Cl)c1ccc2cccnc2c1O (stereo not given)
→ -19, 96, -28, 3, -5, 1, -1.2, 14, 95
> CCOc1ccc2nc3c(cc2c1)CN(CCOC)C(=NC)S3
→ -9, 115, -3, 6, 11, 7, 0.5, -18, 108
> Nc1nonc1-n1nnc(C(=O)N/N=C/c2ccoc2)c1CSc1ccc(Cl)cc1
→ -2, 93, -7, -3, 7, -14, 0.5, 36, 92
> COc1ccc2nc(NC(=O)CCN3C(=S)NC(C)(C)CC3C)sc2c1 (stereo not given)
→ -7, 97, -3, -3, 15, -1, 1.3, 3, 102
> Cc1cccc(C)c1NC(=O)CSc1nnc(CCCCCNC(=O)OC(C)(C)C)o1
→ -7, 101, -31, -7, -4, -3, 0.8, 3, 94
> Cc1cccc(N/C=C/C(=O)c2ccc(Cl)cc2)c1
→ 7, 108, -7, -11, 27, 5, -1.2, 35, 105
> CSCCC(NS(=O)(=O)c1ccc(F)cc1)C(=O)NCc1ccc(S(N)(=O)=O)cc1 (stereo not given)
→ 2, 97, -2, 3, nt, 5, -0.2, 40, 90
> O=C(OCCN=C1NS(=O)(=O)c2ccccc21)C1CC(=O)N(c2ccc(Cl)cc2)C1 (stereo not given)
→ -12, 96, -7, 3, 12, -1, 0.2, -8, 96
> Cc1ccc(-c2cnn(-c3cccc([N+](=O)[O-])c3)c2N)cc1
→ 1, 105, 4, 6, 13, 6, -2.2, 19, 104
> CCOc1cc(/C=N\NC(=O)Cn2nnc3ccccc32)ccc1O
→ 1, 108, -4, 0, -7, -10, -0.7, 20, 87
> Cc1c(O)ccc2c(CN(C)Cc3ccccc3)cc(=O)oc12
→ -10, 109, -13, 1, -6, 7, 7.5, 16, 106
> COc1ccc(C(=O)N2CCC(C(=O)O)CC2)c2ccccc12
→ -7, 109, -10, -6, 4, 13, 0.8, 4, 110
> Cc1cc(C(=O)Cn2nc(C(=O)O)c3ccccc3c2=O)c(C)n1-c1ccc(OC(F)F)cc1
→ -8, 101, -17, -7, 15, -6, 1.2, 5, 94
> CN1CCN(CCCN(Cc2cccs2)C(=S)Nc2ccc(Cl)cc2)CC1
→ -16, 97, 10, -9, 9, 0, 1.9, 12, 103
> COc1ccc2c(c1)nc(SCC(=O)c1ccc(Br)s1)n2C
→ 13, 91, 0, -3, 12, -6, -1.6, -83, 93
> CCCCCCCCNC(=O)c1cnccn1
→ 0, 94, 0, 0, 28, -6, -2.3, -11, 93
> CC(C)c1ccc(NC2CCCN(C(=O)c3cccs3)C2)cc1 (stereo not given)
→ -3, 101, -35, 4, -6, 0, 0.0, -8, 97
> O=C(c1cnccn1)N1CCN(S(=O)(=O)c2ccc3ccccc3c2)CC1
→ -4, 95, -18, -6, 6, -3, 2.4, -1, 92
> O=C(Nc1nc(-c2ccc(Cl)cc2)cs1)NC1CCCCC1
→ -4, 106, -10, 3, -4, 4, -1.6, -18, 111
> CCOc1ccc(N(CC(=O)NCCSCc2ccccc2)S(C)(=O)=O)cc1
→ -9, 105, -35, 3, 9, 11, -2.2, 19, 104
> CCNC(=O)C12CCC(C)(C(=O)O1)C2(C)C (stereo not given)
→ -19, 96, -1, 5, -2, -3, 1.4, 34, 100
> CCn1c(COc2cccc3ccccc23)nnc1SCC(=O)OC1CCCCC1
→ -1, 103, -33, -18, 13, -1, -1.6, -38, 96
